RmlCD inh 1536 = M. tuberculosis RmlC/RmlD inhibition; P9WH09+P9WH11; RmlC+RmlD coupled enzyme assay, percent inhibition; primary screen in compound mixtures; inhibition, % at 3.6 µM; hit rate 0.03% among 160,000; in the data active = inhibition mostly above about 34%, no sharp cut-off; inconclusive = no clear call, values can overlap the other calls; inactive = mostly below about 22%; note: some results filed as inactive read as strong as hits
Target sequence (P9WH09 whole entry, looked up): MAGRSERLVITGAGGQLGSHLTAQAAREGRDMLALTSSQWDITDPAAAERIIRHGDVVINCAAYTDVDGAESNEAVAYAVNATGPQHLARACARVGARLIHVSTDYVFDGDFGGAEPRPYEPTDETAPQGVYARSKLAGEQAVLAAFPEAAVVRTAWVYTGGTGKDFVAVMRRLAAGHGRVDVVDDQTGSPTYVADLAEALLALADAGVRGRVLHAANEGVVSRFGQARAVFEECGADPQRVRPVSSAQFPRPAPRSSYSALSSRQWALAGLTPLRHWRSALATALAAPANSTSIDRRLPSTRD
Target sequence (P9WH11 whole entry, looked up): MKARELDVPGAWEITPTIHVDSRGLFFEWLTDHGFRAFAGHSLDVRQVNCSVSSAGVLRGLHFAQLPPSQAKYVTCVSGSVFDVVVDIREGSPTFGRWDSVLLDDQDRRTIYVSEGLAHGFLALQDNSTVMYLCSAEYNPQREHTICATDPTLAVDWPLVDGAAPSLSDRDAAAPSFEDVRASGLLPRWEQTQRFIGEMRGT
M. tuberculosis GlmU = inhibition of mycobacterial GlmU enzyme – biochemical, glucosamine-1-phosphate acetyltransferase (AID 1376); M. tuberculosis GlmU acetyltransferase enzyme assay; higher % means a stronger effect; one-dose inhibition, %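 (tested at 30 µM in the primary screen)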; IC50 in µM for titrated hits; hit rate 0.25% among 220,000; in the data active = inhibition above about 13%; inconclusive = no clear call, values can overlap the other calls;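 note: 0% = complete reaction with vehicle and 100% = reaction without substrate; strong numbers were not always called active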
* hit, by the source's call; ? = inconclusive; · = no result given.

SMILES | RmlCD inh 1536 | M. tuberculosis GlmU
COC(=O)c1ccc(C(=O)N2CCCC(CNC(=O)c3ccccc3Cl)C2)cc1 (stereo not given) | 5 | -1.1%
CNc1sc(C(=O)c2ccccc2F)c(N)c1-c1nc2ccccc2s1 | -6 | 9.0%
COc1c(OC)c(O)c2c(=O)cc(-c3c(O)cccc3O)oc2c1OC | -3 | 1.6%
CC(C)OC(=O)/C(=C/c1cccnc1)NC(=O)c1ccccc1 | 5 | -0.4%
CC(O)CN1C(=O)C(CC(=O)Nc2ccc(Cl)cc2)SC1=Nc1ccccc1 (stereo not given) | · | -3.3%
CCOC(=O)Cn1cc(C#N)c2cccc(CC)c21 | 9 | -5.6%
O=C(Nc1ccccc1)Nc1scc2c1c(=O)oc1ccccc12 | 27 | -2.4%
COC(=O)Nc1sc(C(=O)N(C)C)c(C)c1C(=O)OC | -5 | 2.2%
COc1ccc(-c2nc3ccccc3c(=O)n2-c2cccnc2)cc1 | 0 | 2.0%
COc1cc(C2SCC(=O)N2c2c(C)n(C)n(-c3ccccc3)c2=O)ccc1O (stereo not given) | -5 | -1.7%
COc1ccccc1C(O)P(=O)(OC1CCCCC1)OC1CCCCC1 (stereo not given) | 2 | 4.6%
Cc1ccccc1-c1ccc(Nc2ccc(C(=O)N3CCOCC3)cc2)nn1 | 5 | 11%
CC(C)CCn1cnc2c1c(=O)n(C)c(=O)n2C | · | 0.1%
CCn1nc(NC(=O)c2ccco2)c2cc3ccccc3nc21 | 1 | 0.9%
CS(=O)(=O)c1ccc(Cl)c(S(=O)(=O)NCc2ccccc2)c1 | · | -2.2%
O=C(NCCCN1CCCC1)c1ccc(CS(=O)(=O)c2ccc(Br)cc2)o1 | 11 | ·
O=C1OC(c2cccs2)=N/C1=C/c1ccc(-c2cccc(C(=O)O)c2)o1 | -12 | 19%*
CCC1(C)Cc2ccccc2C(Nc2c(C)n(C)n(-c3ccccc3)c2=O)=N1 (stereo not given) | · | 1.5%
O=C(Nc1ccc(S(=O)(=O)N2CCN(Cc3ccccc3)CC2)cc1)c1cnccn1 | 3 | -5.0%
C/C(=C\C(=O)OCCCCCCCCC(=O)O)C[C@@H]1OC[C@H](C[C@@H]2O[C@H]2[C@@H](C)[C@H](C)O)[C@@H](O)[C@H]1O | · | 1.9%
COc1ccccc1C(=O)Nc1ccc(CN2CCCCC2)cc1 | 20 | 2.1%
Cc1cccc(NC(=O)c2oc(=O)c3ccccc3c2-c2ccccc2)c1C | -10 | -2.7%
CC(=O)c1cccc(Nc2nc(=O)c3cccnc3s2)c1 | -10 | 2.3%
CC(C)N(Cc1ccccc1)C(=O)CSc1nccn1C | -10 | 2.8%
O=C(NC1=NCCS1)c1cccc(OC(F)F)c1 | 9 | -1.9%
CCOC(=O)c1cnc2ccc(C)cc2c1OCc1cc(F)cc(F)c1 | -8 | -3.6%
Cc1ccc(N2C(=O)CC2(C#N)c2ccc(OCc3ccccc3)cc2)cc1 (stereo not given) | -9 | -1.4%
CC(C[N+](C)(C)C)OC(=O)C1(c2ccccc2)CCCC1 (stereo not given) | 12 | 6.3%
COC(=O)c1sc(SC)c(S(=O)(=O)C(C)C)c1N/N=C(\C#N)S(=O)(=O)c1ccccn1 | 26 | 2.8%
NC(=O)c1ccc(-c2ccc(Br)cc2)o1 | 14 | -2.7%
N#CC1=C2N=C(N)c3c(sc4c3CCCCC4)N2C2=C(C(=O)CCC2)C1c1ccccc1 (stereo not given) | 5 | 5.7%
CN1CCN(C(=O)/C(=C\c2cccs2)NC(=O)c2ccco2)CC1 | · | -1.5%
O=C(c1ccccc1)c1ccc(N=Nc2c(O)[nH]c(=O)[nH]c2=O)cc1 | -15 | -5.1%
COc1ccc2c(=O)c3c(=O)n(Cc4ccco4)c(-c4ccco4)nc3oc2c1 | -7 | 3.6%
CC1=NN(C(=O)c2ccc(C)cc2)C(O)(C(F)(F)OC(F)(F)F)C1 (stereo not given) | 9 | 2.4%
O=C(c1ccco1)n1nc(-c2cccnc2)nc1NCc1ccco1 | -11 | -6.5%
CN(CC(=O)NCc1ccncc1)S(=O)(=O)c1ccc2ccccc2c1 | -11 | 6.7%
Nc1ccc2c(C(F)(F)F)cc(=O)oc2c1 | -4 | -5.6%
CC(=C/c1ccccc1)/C=N/n1c(-c2ccco2)n[nH]c1=S | 7 | 7.4%
FC(F)(F)c1cccc(Cc2noc(CN3C[C@@H]4CCC[C@H]3C4)n2)c1 | -8 | -4.3%
NC(=O)C1(N2CCCCC2)CCN(C(=S)Nc2ccc(F)c(Cl)c2)CC1 | · | -5.7%
Cc1cc(NC(=O)COC(=O)C2CCN(S(=O)(=O)c3ccc(Cl)cc3)CC2)no1 | · | 4.9%
C=CCOC(=O)C1=C(C)NC(=O)NC1c1ccc(OC(=O)c2ccco2)c(OC)c1 (stereo not given) | · | 0.1%
CC12CCC(C(=O)N3CCCc4ccccc43)(OC1=O)C2(C)C (stereo not given) | 3 | -0.2%
COc1cc2c(cc1OC)C(c1cccc(OC)c1OC)CC(=O)N2 (stereo not given) | · | -3.2%
O=C(CSc1nnc(Cc2cccs2)n1C1CCCCC1)N1CCN(C(=O)c2ccco2)CC1 | · | -1.0%
CCN(CC)CC(=O)N(CC(=O)Nc1c(C)cc(C)cc1C)C1CCCCC1 | 8 | 1.6%
COc1ccc(CC(=O)NCCC(C)C)cc1S(=O)(=O)N1CCOCC1 | -8 | -5.5%
CCOc1ccc(-n2cc(-c3ccccc3)c3c(=O)[nH]cnc32)cc1 | · | -5.5%
CCN(Cc1ccccc1)Cc1cc(OC)cc(OC)c1 | · | -3.5%
COc1ccc(-n2cnc3cc(N)ccc32)cc1 | · | -2.7%
CCOC(=O)c1c(N)sc2c1CCS(=O)(=O)C2 | -3 | 0.0%
COc1cccc(NC(=O)CSC2=C(C#N)C(c3ccco3)C3=C(CCCC3=O)N2)c1 (stereo not given) | 70 | -8.9%
O=C(Nc1cccnc1)c1ccco1 | 4 | -6.5%
COc1ccc(OC)c2sc(NC(=O)c3ccc(Br)s3)nc12 | 9 | -0.5%
Cc1ccc(C(=O)N2CCN(Cc3ccc4c(c3)OCO4)CC2)cc1[N+](=O)[O-] | -11 | -4.3%
COc1ccccc1NC(=O)C1=C(C)Nc2nnnn2C1c1ccccn1 (stereo not given) | 3 | -10.0%
CNC(=S)N1CCC(NC(=O)c2ccco2)CC1 | 11 | -1.8%
Cc1ccccc1Nc1nc(N)nc(COC(=O)c2cccc(S(=O)(=O)N(C)C)c2)n1 | 7 | 3.8%
O=C(O)c1ccc(Sc2nnc(-c3cccc(Br)c3)o2)c([N+](=O)[O-])c1 | · | 4.7%

One compound at a time, from the list above. Order of screens: RmlCD inh 1536	M. tuberculosis GlmU
CCOC(=O)c1c(N)sc2c1CCS(=O)(=O)C2 is listed with -3	0.0%
O=C(c1ccccc1)c1ccc(N=Nc2c(O)[nH]c(=O)[nH]c2=O)cc1 is listed with -15	-5.1%

Next part.
SMILES | RmlCD inh 1536 | M. tuberculosis GlmU
CCc1ccc(-c2cn3c(n2)SCC3)cc1 | 4 | -7.5%
CSc1nnc(-c2ccccc2)n1C | 14 | 4.6%
Cc1cc(C)cc(NC(=O)OCCN2CCN(Cc3ccccc3)CCC2=O)c1 | · | 1.1%
Cc1ccc(CSCC(=O)NCCc2ccccc2)cc1 | 4 | -0.8%
CC1=C(C(=O)N2CCCCC2)C(c2cccs2)C2=C(CCCC2=O)N1 (stereo not given) | 10 | -3.0%
Cc1cc2cc3c(cc2nc1SCC(=O)OC(C)C)OCCO3 | · | -1.0%
COc1ccc2c(C)cc3n[nH]c(=S)n3c2c1 | -6 | -2.6%
C=CCn1nc(-c2ccccc2)c(N2CCCCC2)cc1=O | 4 | -3.9%
O=C(NCCN1C(=O)S/C(=C/c2cccnc2)C1=O)C1CC(=O)N(Cc2ccccc2)C1 (stereo not given) | 7 | 7.3%
O=C(Nc1ccccc1C(=O)Nc1ccc2c(c1)OCO2)c1cccs1 | 96 | -1.5%
CCc1ccc(-c2cc(N)n(-c3ccccc3)n2)cc1 | 5 | -7.1%
CCCCc1ccc(-c2c(C#N)c(N)nc3c2CCCC3)s1 | · | -0.6%
O=C(c1cc2cccc([N+](=O)[O-])c2oc1=O)N1CCOCC1 | 7 | 4.4%
O=C(COc1ccccc1F)NCC(c1ccco1)N1CCCC1 (stereo not given) | · | -0.2%
CCOC(=O)c1ccc(NC(=O)C2=C(C)Nc3nc(CCCO)nn3C2c2cccc(C)c2)cc1 (stereo not given) | · | 3.0%
CCOC(=O)c1sc2nc(COC(=O)c3c(F)cccc3F)[nH]c(=O)c2c1C | -8 | 2.6%
CCC(=O)Nc1ccc(Cl)c(NC(=O)c2cccc(OC)c2)c1 | -12 | 5.9%
S=C(NCc1ccncc1)Nc1ccccc1 | · | 0.1%
CCOC(=O)C1CCN(C(c2ccc(OC)c(OC)c2)c2sc3nc(C)nn3c2O)CC1 (stereo not given) | 19 | 3.8%
CN(CC(=O)Nc1nc2ccccc2s1)S(=O)(=O)c1ccc(Br)cc1 | · | -1.3%
CON/C=N/C(=S)Nc1ncc(C(F)(F)F)cc1Cl | -8 | 0.8%
COC(=O)CSc1nnc(CNC(=O)c2cccs2)n1-c1cc(OC)ccc1OC | · | 6.2%
O=C1NC(=O)C(=Cc2ccc(SC3CCCCC3)o2)C(=O)N1 | 5 | 0.2%
CC(=O)c1cc(-c2ccccc2)n(CC(=O)Nc2cc(C)cc(C)c2)c1C | 1 | 2.2%
O=C(O)Cc1ccc(C(=O)c2ccc(Cl)cc2Cl)s1 | -3 | -6.7%
COc1ccc(C2=Nn3c(nnc3-c3ccncc3)SC2)cc1 | -8 | 0.3%
O=C(O)CCc1nnc(SCC(=O)Nc2ccc(Br)cc2)[nH]c1=O | -2 | 4.5%
O=C(CSc1nc2c(c(=O)[nH]1)CCCC2)Nc1ccc(Cl)cc1F | 3 | -4.5%
COCCCNS(=O)(=O)c1ccc2c(c1)CCN2C(C)=O | 11 | 1.7%
Cc1ccc(-c2nnc(Nc3ccc4c(c3)nc(C)n4C)c3ccccc23)cc1 | -3 | 2.5%

Structures shown so far that have a CF3 group, in the order listed:
SMILES | RmlCD inh 1536 | M. tuberculosis GlmU
CC1=NN(C(=O)c2ccc(C)cc2)C(O)(C(F)(F)OC(F)(F)F)C1 (stereo not given) | 9 | 2.4%
Nc1ccc2c(C(F)(F)F)cc(=O)oc2c1 | -4 | -5.6%
FC(F)(F)c1cccc(Cc2noc(CN3C[C@@H]4CCC[C@H]3C4)n2)c1 | -8 | -4.3%
CON/C=N/C(=S)Nc1ncc(C(F)(F)F)cc1Cl | -8 | 0.8%

3 consecutive compounds already listed, quoted:
SMILES | RmlCD inh 1536 | M. tuberculosis GlmU
O=C(CSc1nc2c(c(=O)[nH]1)CCCC2)Nc1ccc(Cl)cc1F | 3 | -4.5%
COCCCNS(=O)(=O)c1ccc2c(c1)CCN2C(C)=O | 11 | 1.7%
Cc1ccc(-c2nnc(Nc3ccc4c(c3)nc(C)n4C)c3ccccc23)cc1 | -3 | 2.5%

The listing picks up with the 2 entries that preceded the break.
SMILES | RmlCD inh 1536 | M. tuberculosis GlmU
COCCCNS(=O)(=O)c1ccc2c(c1)CCN2C(C)=O | 11 | 1.7%
Cc1ccc(-c2nnc(Nc3ccc4c(c3)nc(C)n4C)c3ccccc23)cc1 | -3 | 2.5%
O=C(NNC(=S)Nc1ccccc1)c1ccccc1[N+](=O)[O-] | 2 | 0.3%
COc1ccc(CCNC(=O)C2CCCN2C(=O)NC2CCCCC2)cc1OC (stereo not given) | · | -3.8%
O=C(Nc1ccccc1)N1CCC(=S)Nc2ccccc21 | -4 | 5.9%
Cn1c(N)c(C(=O)c2cc(-c3ccncc3)nc3ccccc23)c(=O)n(C)c1=O | -5 | 5.9%
CC(C)(Oc1ccc(CCNC(=O)c2ccc(-c3ccccc3)o2)cc1)C(=O)O | 4 | 7.4%
O=C(/C=C/Nc1ccc(F)cc1)c1cccs1 | · | -3.7%
Cc1nn(Cc2ccc(C(=O)Nc3ccccc3F)cc2)c(C)c1Cl | 41 | -6.6%
Cc1oc(-c2cc(F)ccc2F)nc1CN(C)Cc1ccc2nccnc2c1 | -10 | 5.6%
O=C(O)CCN=C1CCCc2ccccc2N1 | -3 | 4.3%
CC12CCC(C(=O)NCc3ccccc3)(OC1=O)C2(C)C (stereo not given) | · | 1.4%
CCC(Br)C(=O)Nc1ccc(OC)cc1 (stereo not given) | · | -1.4%
C#CCOCCOCCOCCNc1nc(N2CCOCC2)nc(N2CCN(C(=O)[C@H](CCCCN)n3cc([C@@H](N)CC(C)C)nn3)CC2)n1 | · | -7.5%
COc1ccc(C(=O)C[n+]2ccc3c(c2)nc(-c2cc(OC)c(OC)cc2OC)n3C)cc1 | · | -3.8%
COc1ccc(NS(=O)(=O)c2ccc(NS(=O)(=O)c3ccc(C)cc3)cc2)nn1 | 22 | 0.5%
CCN(CC)S(=O)(=O)c1cccc(NC(=O)c2cc(=O)[nH]c3ccccc23)c1 | ? | -7.7%
CC1=CC(C)(C)Nc2ccc(OC(=O)CN3C(=O)C4CCCCC4C3=O)cc21 (stereo not given) | 6 | -2.2%
CCCCc1ccc(NC(=O)N[C@@H](CC(C)C)C(=O)O)cc1 | -5 | 2.4%
Cc1noc(/C=C/N(C)C)c1S(=O)(=O)N(C)CC(=O)NC1CCCCC1 | 8 | ·
CC(c1ccccc1)N1CCc2[nH]c(=S)[nH]c(=O)c2C1 (stereo not given) | -9 | -5.0%
CCOC(=O)COc1nc(Nc2ccccc2C)nc(N(C)C)n1 | · | -2.4%
COC(=O)C1CCN(C(=O)/C=C/c2ccc(OC)cc2)CC1 | · | -3.5%

Not all compounds are listed; the hit share may differ from the screen's.
